Compound activity from PubChem BioAssay.
AT treatment = qHTS Assay for Identifying a Potential Treatment of Ataxia-Telangiectasia. […] A-T fibroblasts, KAP-1 phosphorylation AlphaLISA; neocarzinostatin DNA damage 30 min before lysis. 320,000 tested, 0.19% active. Potency, µM (series often up to 57.5 µM), for the others: top-dose activation, usual class: activators; further: potency means the concentration at half of the fitted maximal effect; % of control where 0% means no effect; nearly all actives have a fitted effect of over 45% in size
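hTERT-immortalized A-T patient fibroblasts ([…]), 500 cells/well in OPTI-MEM, 1% FBS, got compounds for 60 min, then NCS for 30 min at 37C. Lysates were then assayed for phospho-KAP-1 by AlphaLISA (anti-pKAP1 donor, anti-KAP1 acceptor beads), 6 hr at 25C.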
TSHR antag = Antagonists of the Thyroid Stimulating Hormone Receptor: HTS campaign. Thyrotropin receptor (Homo sapiens), P16473. TSHR-expressing cells, TSH-stimulated cAMP HTRF, 2 h; active compounds read low. activity change, negative = inhibition, % at 11.5 µM. 330,000 tested, 0.2% active;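 active means activity change below a set negative limit, meaning inhibition stronger than a set level, cut at about -70% in these data; inconclusive means activity change between two set negative limits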; further: on the % scale 0 is the no-effect control and ±100 the full control effect
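Competitive HTRF cAMP read-out (cryptate anti-cAMP antibody, cAMP-d2; 30 min, room temperature) in freshly harvested TSHR cells. Compounds added before TSH at EC80 (4nM final), followed by 2 hours' incubation at 37 deg C.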
S-ASM inh = Inhibitors of Secretory Acid Sphingomyelinase (S-ASM): qHTS; Potency, µM (highest dose often 57.5 µM), for the others: top-dose activity change, negative = inhibition, actives largely listed as inhibitors; Sphingomyelin phosphodiesterase (Homo sapiens), P17405; 340,000 tested, 0.006% active; placental ASM, HMU-PC fluorogenic substrate, 60 min; AID 504937, 2011; further: potency means the concentration at half of the fitted maximal effect
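Steps: dispense placental human ASM, pin compound, wait 10 min at room temperature, add HMU-PC0 substrate at 9 uM final, incubate 60 min at 37 °C, add stop solution raising pH to 10, read fluorescence.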
Eya2 phos inh = qHTS Assay for Inhibitors of the Phosphatase Activity of Eya2; Protein phosphatase EYA2 (Homo sapiens), O00167; recombinant Eya2, OMFP fluorescence dephosphorylation (OMFP is methylfluorescein phosphate); Potency, µM (series often up to 76.9 µM), inactives show top-dose activity, negative = inhibition, hits mostly inhibitors; 330,000 tested, 0.006% active; AID 488837, 2010; further: potency means the concentration at half of the fitted maximal effect; on the % scale 0 is the no-effect control and ±100 the full control effect
Target sequence (O00167 whole entry, looked up): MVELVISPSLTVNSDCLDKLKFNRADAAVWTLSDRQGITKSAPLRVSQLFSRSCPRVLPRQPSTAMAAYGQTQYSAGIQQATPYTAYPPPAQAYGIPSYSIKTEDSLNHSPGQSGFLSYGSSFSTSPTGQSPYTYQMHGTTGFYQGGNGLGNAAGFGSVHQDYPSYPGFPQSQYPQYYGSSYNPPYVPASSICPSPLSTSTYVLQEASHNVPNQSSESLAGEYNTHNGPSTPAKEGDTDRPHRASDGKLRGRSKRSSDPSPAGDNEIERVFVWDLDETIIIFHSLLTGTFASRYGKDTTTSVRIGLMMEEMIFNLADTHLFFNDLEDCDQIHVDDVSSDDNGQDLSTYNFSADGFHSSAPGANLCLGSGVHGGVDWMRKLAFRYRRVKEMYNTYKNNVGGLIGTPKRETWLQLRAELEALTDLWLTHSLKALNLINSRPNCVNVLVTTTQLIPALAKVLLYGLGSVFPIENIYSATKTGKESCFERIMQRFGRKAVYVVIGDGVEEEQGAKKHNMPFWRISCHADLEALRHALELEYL
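Eya2 protein (added as 0.2 uM solution) was preincubated with compound for 10 min at ambient temperature in 50 mM HEPES pH 7.5, 50 mM NaCl, 5 uM MgCl2, 0.05% BSA, 1 mM DTT. OMFP (added at 50 uM) then reacted 10 min; fluorescence read at 485/525 nm.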
Integrin act MD = qHTS for Activators of Integrin-Mediated Alleviation for Muscular Dystrophy | AID 624291, 2012 | 350,000 tested, 0.064% active | Potency, µM (series often up to 38.3 µM), without a hit: at the highest dose activation, hits mostly activators | alpha7betagal myoblasts, beta-gal FDG fluorescence, 48 h;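 further: potency means the concentration at half of the fitted maximal effect; 100% = response of the positive control SU9516; nearly all actives have a fitted effect of over 60% in size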
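alpha7betagal+/- myoblasts (passage 13, 250/well) treated 48 h at 37C with compounds at 1:260 dilution of DMSO stock. Lysed, then beta-galactosidase activity read as FDG fluorescence (ex 480/em 540) after 30 min, with pre-read for autofluorescence.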
TCR act = Activators of T cell receptors: qHTS campaign; Potency, µM (doses to about 9.22 µM), without a hit: at the highest dose activation of IL-2 secretion, most hits filed as activators; primary human leukocytes, anti-CD3, IL-2 HTRF, 48 h; 330,000 tested, under 10 active; further: % of control where 0% means no effect
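Primary human leukocytes incubated 48 hr with anti-CD3 beads plus compound, without co-stimulation. Secreted IL-2 measured by HTRF (europium cryptate/d2 anti-IL-2 pair, 320 nm excitation, 665 nm emission).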
TSG101-PTAP inh = qHTS Assay for Iinhibitors of HIV-1 Budding by Blocking the Interaction of PTAP/TSG101 | Potency, µM (top dose mostly 115 µM), inactives show top-dose activity change, negative = inhibition, most hits filed as inhibitors | 340,000 tested, under 10 active | AID 493005, 2010 | Fluorescence polarization, FITC-PTAP peptide / Tsg101 binding | Tumor susceptibility gene 101 protein (Homo sapiens), Q99816; active means well fitted inhibition curve with a large enough effect in the main read-out, with a control signal flat, not every such curve was filed as active; inconclusive means small, poorly fitted or top-dose-only effect, or effect the other way, or a change in a side signal; inactive means no such curve, though single readings can be large or run the other way; further: potency means the concentration at half of the fitted maximal effect; % of control where 0% means no effect
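Fluorescence polarization binding of Tsg101 binding domain (10 uM final) to FITC-labeled PTAP peptide (50 nM final) in HEPES pH 7.5 buffer with NaCl, Tween 20, EDTA, TCEP. Compounds added before peptide; binding 20 min at RT.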
Tb PFK block = qHTS Assay to Find Inhibitors of T. brucei phosphofructokinase; ATP-dependent 6-phosphofructokinase (Trypanosoma brucei brucei), O15648; AID 485367, 2010; T. brucei PFK, ADP-Glo luminescence; Potency, µM (top dose mostly 57.5 µM), for inactives: top-dose activity, negative = inhibition, hits mostly inhibitors; 330,000 tested, 0.17% active;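 further: potency means the concentration at half of the fitted maximal effect; 0% = uninhibited 1x PFK enzyme wells and -100% = no-enzyme wells; nearly all actives have a fitted effect of over 60% in size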
Target sequence (O15648 whole entry, looked up): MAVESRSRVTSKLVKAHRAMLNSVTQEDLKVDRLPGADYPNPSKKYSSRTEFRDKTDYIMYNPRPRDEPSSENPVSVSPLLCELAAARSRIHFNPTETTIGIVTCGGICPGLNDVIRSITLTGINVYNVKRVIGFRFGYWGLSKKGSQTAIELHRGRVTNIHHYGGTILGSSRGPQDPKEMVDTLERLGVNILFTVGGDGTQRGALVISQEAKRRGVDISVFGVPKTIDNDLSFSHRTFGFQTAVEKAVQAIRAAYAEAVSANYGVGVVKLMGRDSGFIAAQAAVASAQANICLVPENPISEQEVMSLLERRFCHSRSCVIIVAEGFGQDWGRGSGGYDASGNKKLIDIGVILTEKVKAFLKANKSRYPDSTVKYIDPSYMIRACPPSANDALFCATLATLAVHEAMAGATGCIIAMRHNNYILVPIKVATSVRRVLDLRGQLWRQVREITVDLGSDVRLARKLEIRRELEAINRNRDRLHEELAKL
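Activity is normalized to no-enzyme wells (full inhibition) and 1.25 nM enzyme wells (no inhibition). Reaction: 0.5 mM F6P, 0.1 mM ATP, 45 min RT, ADP-Glo luminescence; concentration-response curves fitted and classed by quality.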
ELG1 DNA repair = qHTS screen for small molecules that inhibit ELG1-dependent DNA repair in human embryonic kidney (HEK293T) cells expressing luciferase-tagged ELG1 | HEK293T ELG1-luciferase reporter, luminescence, 16 h; DNA damage induced by 5-fluorouridine | Potency, µM (titrated, usually from 46.1 µM), inactives show at the top dose activity change, negative = inhibition, usual class: inhibitors | 330,000 tested, 2.3% active | AID 504467, 2011; further: potency means the concentration at half of the fitted maximal effect; on the % scale 0 is the no-effect control and ±100 the full control effect; nearly all actives have a fitted effect of over 55% in size
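5-Fluorouridine DNA damage + compound/DMSO, 2,000 cells/well, 16 h, 37 °C/5% CO2. ONE-Glo, 30 min RT, luminescence. Readout = decrease in reporter signal.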
Chronic BCR inh = qHTS Assay to Find Inhibitors of Chronic Active B-Cell Receptor Signaling; ABC-DLBCL IkBa-CBG/CBR reporter, luminescence ratio, 4 h; Potency, µM (highest dose often 46.1 µM), without a hit: at the top dose ratio change, negative = lower green/red ratio, hits mostly inhibitors; 340,000 tested, 0.05% active; AID 493014, 2011; active means well fitted inhibition curve with a large enough effect in the signal ratio, with a control signal flat, not every such curve was filed as active; inconclusive means small, poorly fitted or top-dose-only effect, or effect the other way, or a change in a side signal; the % refers to the signal ratio;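 further: potency means the concentration at half of the fitted maximal effect; plate controls were basal doxycycline-induced cells for no effect and cells given 10 µM MG132 for full effect; MG132 reads +100%, hits lower the ratio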
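Doxycycline induced both beetle luciferases in TMD8 lymphoma cells; IKK-driven degradation limits the IkappaBalpha-fused green signal, while red luminescence normalises for cell number and nonspecific effects. Compounds tested up to 46 uM, 4 hrs.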
Mito fusion act = qHTS Assay for Small Molecule Inhibitors of Mitochondrial Division or Activators of Mitochondrial Fusion; S. cerevisiae fusion-defective mutant growth rescue, CellTiterGlo 48 h; Potency, µM (series often up to 46.1 µM), for the others: at the top dose growth rescue (activation), hits mostly activators; 320,000 tested, 0.23% active;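 further: potency means the concentration at half of the fitted maximal effect; % of control where 0% means no effect; nearly all actives have a fitted effect of over 45% in size; temperature-sensitive fusion mutants such as fzo1-1 at 37 °C on non-fermentable ethanol glycerol medium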
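S. cerevisiae fusion-defective temperature-sensitive mutants (e.g. fzo1-1, mgm1-5) grown 48 h at 37C in YPEG (ethanol/glycerol non-fermentable) medium with 23 nl compound per well; growth rescue read as CellTiterGlo luminescence.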
An asterisk follows results filed as active; ? = inconclusive; . = no result given; [ ] = another dose, or the depositor's remark. Unless noted, the call rests on the fitted dose curve; in most records, active means well fitted curve in the direction sought with a large enough effect; inconclusive means small, poorly fitted or top-dose-only effect, or another doubt; inactive means no such curve, though single readings can be large; an effect the other way counts as inactive or inconclusive.

SMILES | AT treatment | TSHR antag | S-ASM inh | Eya2 phos inh | Integrin act MD | TCR act | TSG101-PTAP inh | Tb PFK block | ELG1 DNA repair | Chronic BCR inh | Mito fusion act
O=[N+]([O-])c1ccc(NC(=S)NCCc2ccc(F)cc2)cc1 | 12% | ? | -3% | 1% | -51%[inhibitor] | 2%[46.1 µM] | 5% | -19% | ? | ? | -12%
CCn1c(-c2cc(-c3ccc(C)cc3)nc3ccccc23)n[nH]c1=S | -19% | -10 | -8% | -9% | -31% | -4% | -3% | 20% | -4% | 6% | ?
CCOC(=O)c1c(-c2ccccc2)oc2ccc(OCC(=O)NNC(=O)CCCC(=O)O)cc12 | ? | 4 | 2% | -2% | -26% | 7% | -4% | 2% | 0% | ? | 4%
CN(C)c1ccnc(Oc2ccccc2)c1C#N | 8% | -41 | 3% | 9% | -31% | . | -9% | 4% | ? | ? | 1%
CCC(C)Sc1ccc(-c2nc3ccc(C)cn3c2NCc2ccccc2)cc1OC (configuration not stated) | ? | ? | . | -5% | -42% | -9% | ? | 0% | ? | ? | -4%
Cc1ccc(C(=O)NCCNS(=O)(=O)c2ccccc2)cn1 | 5% | -8 | -4% | 11% | 6% | 4% | -9% | -1% | -1% | -12% | -1%
COC(=O)c1[nH]c(=O)c2ccccc2c1O | 0% | 6 | 6% | 4% | 6% | 5%[46.1 µM] | -2% | 2% | 16% | 13% | -1%
CCOC(=O)c1c(NC(=O)CN2C(=O)NC3(CCCCC3)C2=O)sc(C)c1-c1ccc(C)cc1 | -5% | 21 | -8% | -5% | -27% | -3%[46.1 µM] | 0% | -2% | ? | 14% | 0%
Cc1ccc(C(=O)N(NC2=NS(=O)(=O)c3ccccc32)S(=O)(=O)c2ccc(C)cc2)cc1 | 1% | -1 | -4% | 9% | -1% | -6% | 0% | -1% | 2% | 4% | 0%
Cc1ccc(S(=O)(=O)N(C)c2cc(S(=O)(=O)N3CCC(C)CC3)c(C)cc2C)cc1 | 2% | -3 | 1% | -9% | -1% | -2% | -2% | 1% | ? | ? | 1%
O=C(CCNC(=O)N1CC(=O)Nc2ccccc21)Nc1cccc(Cl)c1 | 11% | -29 | 2% | -15% | -17% | -2% | -7% | 1% | 2% | 0% | -1%
CCCCc1ccc(NC(=S)N2CCCC2)cc1 | 11% | 14 | -1% | -5% | -54%[inhibitor] | -3% | -4% | 1% | ? | ? | -8%
Cc1noc(NC(=O)c2cccc(C(F)(F)F)c2)c1Cl | -2% | -14 | -2% | -1% | 9% | 12% | -1% | 4% | 2% | ? | -1%
Cc1nc(=O)c(-c2ccccc2)c(C)n1-c1ccc(S(N)(=O)=O)cc1 | . | 32 | 4% | -1% | 7% | 1% | 0% | -10% | 13% | 9% | -4%
CN1CCN(c2ccc(Cl)cc2NC(=O)c2ccc([N+](=O)[O-])cc2)CC1 | 3% | 4 | -8% | -9% | -77%[inhibitor] | -6% | -1% | 1% | 5% | 1% | -2%
O=C(NC1C2CC3CC(C2)CC1C3)c1ccc(Br)o1 (configuration not stated) | -6% | 6 | 7% | 10% | 7% | 2% | -10% | 0% | 16% | -1% | 9%
O=C(Nc1cccc2ncccc12)c1ccccc1[N+](=O)[O-] | -1% | 15 | 0% | 4% | 4% | 0% | -5% | 0% | -10% | 1% | 0%
CCC1(c2ccc(F)cc2)NC(=O)N(CC(=O)Nc2cccnc2Cl)C1=O (configuration not stated) | 2% | 24 | 3% | 8% | 13% | 5% | -2% | 3% | 0% | -1% | 6%
COc1cc(NC(=O)CCCNC(=O)Cn2cnc3sc4c(c3c2=O)CCCC4)cc(OC)c1OC | 7% | 28 | -1% | 12% | -36%[inhibitor] | 9% | 1% | 2% | ? | -2% | -1%
O=C(O)c1c(C(=O)O)c(-c2ccc(Cl)c(Cl)c2)n2c1CSC2 | 1% | -11 | 13% | -10% | ? | 3% | -5% | ? | -1% | ? | -7%
NC(=O)c1ccc(N=Nc2c(O)c3ccccc3[nH]c2=O)cc1 | 3% | 10 | . | 1% | . | . | . | 2% | 7% | 0% | -27%
Cc1ccccc1NC(=O)CN1C(=O)S/C(=C\c2cccn2-c2cccc(C(=O)O)c2)C1=O | -5% | -3 | -6% | 5% | 5% | -2% | -2% | 1% | -14% | 13% | 1%
CCNC(=O)NC(=O)C(C)N1C(=O)NC(c2ccccc2)(c2ccccc2)C1=O (configuration not stated) | -2% | -3 | 2% | 2% | -23% | -1% | -2% | -4% | 14% | -15% | 1%
CC(=O)Nc1ccc(S(=O)(=O)N(C)CC(=O)OCC(=O)Nc2cccnc2Cl)cc1 | 5% | -9 | 2% | -2% | 10% | 4%[46.1 µM] | -2% | -1% | 2% | ? | -1%
Cn1cnnc1SCC(=O)Nc1ccc2nc(SCc3ccccc3)sc2c1 | . | 7 | -19% | 7% | -29% | -2% | -3% | 0% | ? | -9% | -1%
O=C(N/C(=C/c1ccc(Cl)cc1)C(=O)N1CCCCC1)c1ccco1 | 5% | 13 | -3% | -4% | 0% | -6% | 0% | -7% | 4% | -1% | 6%
Cc1ccc(Nc2nc(NCC3CCCO3)nc(N)c2[N+](=O)[O-])cc1C (configuration not stated) | 0% | 3 | -7% | 10% | 15% | -3%[46.1 µM] | 0% | -2% | -8% | 0% | 0%
C=CCn1c(SCC(=O)Nc2ccc(N3CCOCC3)cc2)nnc1-c1ccco1 | 25µM* | 26 | 0% | 10% | -3% | 6% | -5% | -23% | 4% | -2% | 1%
CC(=O)c1cccc(NC(=O)c2cc(Cl)sc2Cl)c1 | 6% | -8 | 2% | -1% | 24% | -6%[46.1 µM] | 0% | 4% | ? | ? | -1%
Cc1ccc(Sc2cnc3ccccc3n2)cc1 | 9% | -1 | -7% | 0% | -2% | -1% | -1% | 1% | ? | 16% | 0%
C=CCn1c(COc2ccccc2)nnc1SCC(=O)N/N=C/c1ccc(C)cc1 | -4% | 6 | -4% | 1% | -8% | 1% | -10% | 0% | 0% | 2% | -3%
CCN1C(=O)CC(Sc2ccccc2C(=O)O)C1=O (configuration not stated) | 5% | -8 | -4% | 14% | -6% | 10% | 0% | 2% | 8% | 22% | -5%
Cc1cc(O)c(C(=O)Nc2cccc(Cl)c2)c(=O)n1C | 7% | -1 | -2% | -4% | 11% | -8% | -4% | 1% | ? | ? | -3%
O=C(O)CSC12CC3CC(C1)CC(C(=O)O)(C3)C2 | -13% | 20 | 5% | 24%[15.4 µM] | -16% | -3% | -3% | 2% | 2% | 5% | -3%
Cc1cc(C(=O)NCC(=O)OC(C)C(=O)N2CCOCC2)ccc1[N+](=O)[O-] (configuration not stated) | -19% | 28 | -2% | 6% | ? | 8% | -2% | 0% | 13% | ? | 1%
COc1cc(SC)ccc1C(=O)NCCN1CCOCC1 | -1% | -2 | 9% | 19% | 9% | 3% | -6% | -8% | 0% | -4% | 1%
